# Growth percent in the NCI-60 one-dose screen (48 h, 10 µM unless noted): 100 = growth as untreated, 0 = no growth, -100 = all killed.
# LOX IMVI: LOX IMVI melanoma; 79,000 compounds, 7.4% hits; AID 1794757
# MDA-MB-231: MDA-MB-231 breast cancer. 81,000 compounds, 5% hits
# MDA-MB-468: MDA-MB-468 breast cancer; 78,000 compounds, 8.5% hits; AID 2202374
# BT-549: BT-549 breast cancer; 78,000 compounds, 4.4% hits; AID 1794793
# SK-MEL-28: SK-MEL-28 melanoma. 81,000 compounds, 4.1% hits. AID 1794761
# HS 578T: HS 578T breast cancer; 78,000 compounds, 4.1% hits
# T-47D: T-47D breast cancer. 79,000 compounds, 5% hits
# MCF7: MCF7 breast cancer. 82,000 compounds, 6.3% hits
# The depositor's hits bear a star; x = not tested or not shown; & = joins results of further samples; [ ] = another dose, or the depositor's remark. Rule for the calls: active = growth percent below 10; inactive = the rest.
no.	SMILES	HS 578T	MDA-MB-468	T-47D	MCF7
1	Nc1nc2cc(Cl)c(Br)cc2o1	99.7	104.0	98.3	98.5
2	CCCCc1nc(Cl)c(CO)n1Cc1ccc(-c2ccccc2-c2nn[nH]n2)cc1	110.0	96.4	110.5	x
3	O=C(O)C(CCCCN1C(=O)c2ccccc2C1=O)N1C(=O)c2ccccc2C1=O (stereo not drawn)	86.7	105.1	97.4	98.4
4	NC(=O)c1nn(-c2ccccc2)nc1N1CCOCC1	104.2	108.7	90.3	88.1
5	NC(=O)CSCC(N)=O	113.3	104.2	99.9	98.0
6	O=C(NCCNc1cc(-c2cn(-c3ccccc3)nc2-c2cccc(O)c2)ccn1)Nc1ccc(Cl)c(C(F)(F)F)c1	41.6	17.5	67.3	10.4
7	OC1(c2ccccc2)CN(Cc2ccccc2)CC(c2ccccc2)O1 (stereo not drawn)	111.1	93.8	91.4	97.8
8	O=C(C1CC1)N1CCN(c2nc(NCCN3CCOCC3)ncc2Br)CC1	96.7	93.3	102.3	95.2
9	CCCCNC(=O)c1cccc(C2CCCCC2)c1O	91.2	92.8	79.6	91.3
10	C=CCOc1ccc2c(c1)CC[C@@H]1[C@@H]2CC[C@]2(C)C[C@@H](O)C[C@@H]12	x	64.7	89.5	94.3
11	O=C(O)C(O)c1ccc(Cl)c(Cl)c1 (stereo not drawn)	92.5	111.8	97.3	100.2
12	Nc1cccc(C(=O)Nc2cccc3ccc(O)cc23)c1	100.2	96.7	90.3	84.2
13	COc1ccc(C(=O)/C=C/c2cc(-c3cc(OC)c(OC)c(OC)c3)n[nH]2)cc1OC	57.1	-94.6*	-2.5*	-39.6*
14	CC(C)C[C@H]1[C@@H]2O[C@@H]2[C@H](CC(C)C)N(Cc2ccccc2)S(=O)(=O)N1Cc1ccccc1	104.6[5 µM]	35.5[5 µM]	57.3[5 µM]	x
15	Nc1cc(=O)[nH]cn1	107.2	100.3	83.7	89.5

no.	SK-MEL-28	LOX IMVI	BT-549	MDA-MB-231
1	116.0	100.4	99.7	93.5
2	114.0	100.3	106.2	99.1
3	105.9	98.3	74.5	96.7
4	105.8	100.6	x	104.2
5	103.2	86.8	104.9	112.5
6	42.1	0.7*	98.0	36.0
7	116.9	91.0	108.1	94.8
8	103.7	98.6	101.8	106.5
9	91.0	89.2	116.2	107.5
10	90.6	71.7	108.7	87.3
11	110.3	104.9	109.4	105.6
12	97.9	92.5	97.5	88.6
13	-60.6*	-96.3*	-51.6*	-4.0*
14	x	53.0[5 µM]	94.4[5 µM]	79.6[5 µM]
15	108.2	95.6	93.6	110.2

# In a second layout: results already given.
entry | Molecule | HS 578T | MDA-MB-468 | T-47D | MCF7 | SK-MEL-28 | LOX IMVI | BT-549 | MDA-MB-231
6 | O=C(NCCNc1cc(-c2cn(-c3ccccc3)nc2-c2cccc(O)c2)ccn1)Nc1ccc(Cl)c(C(F)(F)F)c1 | 41.6 | 17.5 | 67.3 | 10.4 | 42.1 | 0.7* | 98.0 | 36.0
7 | OC1(c2ccccc2)CN(Cc2ccccc2)CC(c2ccccc2)O1 (stereo not drawn) | 111.1 | 93.8 | 91.4 | 97.8 | 116.9 | 91.0 | 108.1 | 94.8
8 | O=C(C1CC1)N1CCN(c2nc(NCCN3CCOCC3)ncc2Br)CC1 | 96.7 | 93.3 | 102.3 | 95.2 | 103.7 | 98.6 | 101.8 | 106.5

# (next part)
no.	SMILES	HS 578T	MDA-MB-468	T-47D	MCF7
16	Nc1nc(-c2cccc([N+](=O)[O-])c2)c(N=Nc2ccccc2)s1	70.4	11.5	40.5	51.9
17	S=C(NCCCN1CCOCC1)NCCCN1CCOCC1	90.9	x	95.3	110.8
18	Cc1ccc(S(=O)(=O)NC(=O)n2ccc3cccnc32)cc1	107.4	102.8	97.6	115.1
19	O=C1CCN(c2cccc(Cl)c2)C(=S)N1	98.3	108.9	104.3	94.4
20	CCn1c(SCC(=O)Nc2cccc(C(=O)/C=C/c3ccc(Cl)cc3)c2)nc2ccccc2c1=O	97.8	90.2	92.5	87.3
21	N#Cc1cc(-c2nc3ccccc3[nH]2)c(N)n(-c2ccccc2)c1=O	122.9	106.4	74.7	96.8
22	CCN(CCO)CCCOc1ccc2c(Nc3cc(CC(=O)Nc4cccc(F)c4)[nH]n3)ncnc2c1	x	36.7	19.6	6.0*
23	CC1(C)NCCC[C@]2(C)[C@H]3CC[C@H]4[C@H]5[C@H](C(=O)/C=C/c6cccnc6)CCC[C@]5(CO)CC[C@@]4(C)[C@]3(C)CC[C@@H]12	74.4	-12.6*	81.3	22.1
24	COc1ccc(-n2c(SCc3n[nH]c(=S)o3)nc3cc(OC)c(OC)cc3c2=O)cc1	109.7	104.1	101.8	97.7
25	CC(C)Cc1ccc(C(C)C(=O)OCc2ccc(Cn3c(=O)sn(CCCl)c3=O)cc2)cc1 (stereo not drawn)	99.0	87.5	73.5	28.5
26	Cc1cc(C)c(C(=O)c2cccs2)c(C)c1	108.9	104.8	102.1	99.0
27	O=C1OCC/C1=C\OCCCO/C=C1\CCOC1=O	112.0	92.8	103.1	103.9
28	O=C(O)C(CCS)(c1ccccc1)c1ccccc1	99.5	107.3	97.4	114.4
29	NNC(=O)N(c1ccccc1)c1ccccc1	94.1	92.3	97.7	98.3
30	Cn1cc(-c2noc(C(=O)c3cn(C)c4ncc(Br)cc34)n2)c2ccccc21	99.7	111.3	99.7	90.5

no.	SK-MEL-28	LOX IMVI	BT-549	MDA-MB-231
16	65.0	53.5	73.2	62.0
17	113.0	94.6	109.1	102.0
18	115.0	105.2	102.6	107.9
19	106.2	102.4	103.3	98.6
20	104.8	79.6	82.8	97.2
21	107.0	101.2	84.4	109.1
22	-6.8*	17.8	54.7	39.4
23	93.6	13.0	88.2	67.4
24	110.8	95.2	97.7	104.0
25	107.3	93.6	95.5	97.9
26	114.3	101.9	109.2	107.1
27	124.8	98.8	96.9	106.7
28	114.6	87.0	100.1	106.6
29	118.6	99.2	97.9	97.9
30	101.2	96.8	98.0	79.1

# Additional results.
no.	SMILES	HS 578T	MDA-MB-468	T-47D	MCF7
31	CN1CCN(c2ccc(Nc3nc(NCCCNS(=O)(=O)c4cccc5ccccc45)c4sccc4n3)cc2)CC1	-25.0*	-70.5*	-2.5*	-20.9*
32	COCCn1cc(-c2nc(-c3cccnc3)cs2)c2cc(F)ccc21	98.6	100.1	87.7	102.3
33	CCOc1cc(S(=O)(=O)O)cc2cc(S(=O)(=O)O)cc(O)c12	112.4	110.6	111.6	92.8
34	COc1ccc(/C=C2\N=C3N(N/C(=N\N)N3c3ccccc3)C2=O)cc1	104.7	110.4	x	90.6
35	CC12CCCC(=O)N1c1ccccc1-c1nc(-c3ccccc3Br)nn12 (stereo not drawn)	90.7	85.9	74.5	62.3
36	CN1C(=O)N(C)C2C1NN=c1s/c(=C\c3ccccn3)c(=O)n12 (stereo not drawn)	104.3	88.8	107.6	91.9
37	CNC(=O)c1cc(Oc2ccc3nc(NC(=O)Nc4ccc(CN5CCOCC5)c(C(F)(F)F)c4)sc3c2)ccn1	47.3	-17.2*	22.7	6.9*
38	NCCCOc1cc2ccccc2cc1C(=O)Nc1ccc(Cl)cc1OC(=O)c1cc2ccccc2cc1OCCCN	-46.8*	-86.0*	-55.9*	-78.9*
39	COc1cccc(-c2cnc3nonc3n2)c1	99.3	78.4	44.5	47.6
40	O=C1/C(=C/c2cccs2)SC(=S)N1c1ccccc1	104.9	93.9	96.5	80.2
41	CCCCCCCCn1ccc2cc(NC(=O)Cn3cc(CN4CCCC4)nn3)ccc21	76.8	16.1	24.1	8.3*
42	O=C(NOCCO)c1ccc2cncn2c1Nc1ccc(I)cc1F	x	106.8	83.4	96.2
43	COc1cccc(C2=NNC3(S2)C(=O)N(Cc2ccccc2Cl)c2ccccc23)c1 (stereo not drawn)	54.2	36.5	47.3	34.6
44	CCOC(=O)C1(c2ccccc2)CCCNC1=O (stereo not drawn)	96.1	93.5	99.6	92.7
45	CCOC(=O)CCC(NC(=O)c1ccc(NS(=O)(=O)c2ccc(C)cc2)cc1)C(=O)OCC (stereo not drawn)	96.2&138.5	87.9	90.0&93.9	100.1&96.6

no.	SK-MEL-28	LOX IMVI	BT-549	MDA-MB-231
31	-80.9*	-85.2*	-87.3*	-29.0*
32	97.2	90.7	93.0	92.3
33	110.8	91.8	x	107.3
34	108.5	96.0	94.1	85.9
35	104.1	92.5	103.1	84.6
36	106.6	100.0	99.2	98.0
37	25.1	16.7	12.2	28.8
38	-89.3*	-86.7*	x	x
39	111.4	79.5	113.9	93.4
40	98.9	60.9	97.1	97.4
41	-70.9*	-85.1*	70.8	11.6
42	3.9*	19.9	88.8	31.6
43	64.2	38.9	52.7	66.1
44	96.1	95.2	123.9	108.6
45	103.2&131.0	104.3&103.6	102.2&103.2	107.1&119.3

# Continuation:
no.	SMILES	HS 578T	MDA-MB-468	T-47D	MCF7
46	CC(=O)/C=C(/C)N1CCCC1	123.2	88.8	99.6	107.8
47	CC(=O)c1cc2c(N)c(C(=O)Nc3ccccc3Cl)sc2nc1C	100.8	101.2	100.2	84.9
48	CCOC(=O)CCCC(=O)OCC	96.2	115.8	96.4	97.9
49	COc1ccc(-c2sc3nc(-c4ccc(F)cc4)c(/C=C/c4cc(OC)c(OC)c(OC)c4)n3c2-c2ccc(OC)cc2)cc1	94.1	92.8	96.1	87.9
50	O=C(O)c1ccc(C(=O)c2ccc(C(=O)c3ccc(C(=O)O)cc3)cc2)cc1	99.4	95.8	78.5	89.7
51	COC(=O)CCc1ccc(NP(=O)(N2CC2)N2CC2)cc1	x	33.5	92.7	100.9
52	CC(C)(C)n1cc(-c2ccnc(NCCCNS(=O)(=O)c3ccc(Cl)cc3)n2)c(-c2ccc(F)c(O)c2)n1	92.0	89.0	78.3	89.6
53	O=C(c1ccc2c(c1)OCO2)c1ccc[nH]1	106.5	104.4	100.3	99.9
54	Cc1ccc(/C=N/n2c(CN3CCOCC3)nc3ccccc3c2=O)cc1	104.6	95.9	101.1	90.8
55	COC(=O)C1=Nc2ccc(F)cc2/C1=C\c1sc(=S)n(C(Cc2ccccc2)C(=O)O)c1O (stereo not drawn)	90.9	88.3	88.8	85.0
56	CN(C)Cc1ccc(NC(=O)c2cncc(C#Cc3cnc(N)c4ncccc34)c2)cc1C(F)(F)F	70.5	84.0	99.0	-72.4*
57	C#CC(OC(=O)N(C)C)(c1ccccc1)c1ccc(F)cc1 (stereo not drawn)	127.8	x	100.2	113.2
58	Cc1c(COc2ccc(-c3nnc(-c4ccncc4)o3)cc2)c(C)c(COc2ccc(-c3nnc(-c4ccncc4)o3)cc2)c(C)c1COc1ccc(-c2nnc(-c3ccncc3)o2)cc1	116.6	106.8	84.3	94.4
59	CC(C)c1ccc(/C=C/C(=O)Nc2ncc(Cc3ccc(Cl)cc3Cl)s2)cc1	96.2	105.4	71.0	63.2
60	Clc1ccc(N=C/C=C/c2ccccc2)cc1	96.2	94.9	68.2	75.3

no.	SK-MEL-28	LOX IMVI	BT-549	MDA-MB-231
46	100.1	100.0	103.1	97.3
47	112.9	100.0	113.3	107.4
48	109.2	98.9	104.3	100.1
49	99.7	95.6	94.5	95.8
50	90.8	97.2	88.4	97.5
51	102.5	85.3	96.6	111.5
52	95.3	98.2	89.4	100.3
53	109.6	104.2	96.1	126.3
54	97.3	106.2	x	101.3
55	102.5	89.9	96.8	86.2
56	-83.1*	-79.9*	102.4	-68.6*
57	96.5	78.3	110.6	101.2
58	108.6	107.0	111.0	108.6
59	89.0	x	94.9	96.4
60	91.8	40.6	65.0	85.2

# (list continues)
no.	SMILES	HS 578T	MDA-MB-468	T-47D	MCF7
61	Cc1c2oc3c(C)ccc(C(=O)OC(C)C4NC(=O)C(C(C)C)N(C)C(=O)CN(C)C(=O)C5CCCN5C(=O)C(C(C)C)NC4=O)c3nc-2c(C(=O)OC(C)C2NC(=O)C(C(C)C)N(C)C(=O)CN(C)C(=O)C3CCCN3C(=O)C(C(C)C)NC2=O)c(N)c1=O (stereo not drawn)	-2.7*	-68.7*	5.7*	5.5*
62	Nc1nccnc1C(=O)O	96.5	87.0	99.9	97.4
63	Cc1cc(Cl)ccc1OCC(=O)OCCC1=CCC2CC1C2(C)C (stereo not drawn)	110.1	104.4	107.3	100.1
64	CCOC(=O)C(=CNc1cc(C(F)(F)F)ccc1N1CCOCC1)C(=O)OCC	118.8	95.6	77.4	90.7
65	CCCCCC(=O)OC(C)COc1ccccc1 (stereo not drawn)	99.0	90.4	x	104.6
66	O=C(CC(C(=O)O)c1ccccc1)c1ccccc1 (stereo not drawn)	91.1	104.9	105.3	86.5
67	CCOC(=O)C1=C(C)N=C2Sc3ccccc3N2C1c1ccccc1 (stereo not drawn)	93.5	74.8	76.6	106.1
68	Cc1cc2ccccc2[n+](C)c1-c1ccccc1Cl	81.4	19.2	66.6	63.2
69	C=CCN(CC=C)C1=CC(=O)C(=O)c2ccccc21	97.1	95.0	105.0	84.0
70	O=C1CSCc2nc3ccccc3n21	116.2	114.3	105.0	102.1
71	Brc1ccc(-c2cc3c(cc2C2SCCS2)OCO3)cc1	100.1	97.9	76.8	97.8
72	NC1=C(/C(N)=N/O)C(c2ccccc2)c2ccc3ccccc3c2O1 (stereo not drawn)	13.4	-1.5*	54.5	9.0*
73	CCOC(=O)C1=C(C)O/C(=C/c2ccccc2)C1=O	99.3	100.4	100.4	90.7

no.	SK-MEL-28	LOX IMVI	BT-549	MDA-MB-231
61	-20.8*	4.4*	-38.1*	3.6*
62	100.5	100.6	100.4	90.9
63	115.9	103.6	x	111.1
64	97.3	86.9	84.3	111.5
65	104.7	96.9	98.0	104.3
66	107.0	98.2	100.2	95.9
67	109.1	84.3	92.2	83.2
68	82.4	88.3	x	79.7
69	112.2	92.2	89.3	83.0
70	99.2	91.7	113.4	104.9
71	102.0	90.9	96.8	93.8
72	49.8	22.7	28.0	8.7*
73	102.2	95.0	114.1	103.5

# Assay outcomes from PubChem.
